PMI act = increases human mannose-6-phosphate isomerase activity. activation factor at 20 µM. hit rate 0.005% among 190,000. P34949. purified human PMI, coupled resazurin fluorescence, 20 min; active compounds read high; 1 = vehicle control, 0 substrate-free wells;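 active means activation factor of 2 or more at 20 µM, relative to plate controls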
Target sequence (P34949 whole entry, looked up): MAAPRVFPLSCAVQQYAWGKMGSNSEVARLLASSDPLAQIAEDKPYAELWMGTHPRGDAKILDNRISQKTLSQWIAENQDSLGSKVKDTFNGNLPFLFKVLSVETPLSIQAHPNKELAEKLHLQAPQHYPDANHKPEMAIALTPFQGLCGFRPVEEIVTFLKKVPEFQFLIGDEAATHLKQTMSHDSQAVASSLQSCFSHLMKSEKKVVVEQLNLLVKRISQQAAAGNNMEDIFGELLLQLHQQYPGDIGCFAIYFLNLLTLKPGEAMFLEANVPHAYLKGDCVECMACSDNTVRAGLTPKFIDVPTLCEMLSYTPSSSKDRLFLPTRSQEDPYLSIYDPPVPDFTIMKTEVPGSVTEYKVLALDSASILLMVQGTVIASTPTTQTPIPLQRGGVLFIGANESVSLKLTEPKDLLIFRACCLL
TNAP inh noacc = inhibitors of human TNAP without phosphate acceptor; inhibition, % at 20 µM; purified TNAP, CDP-star luminescence, 30 min; hit rate 0.26% among 200,000; P05186;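 active means tissue-nonspecific alkaline phosphatase inhibition above about 50% at 20 µM in the single-dose screen, limit read from the data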;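 further: 0% = DMSO negative control and 100% = EDTA positive control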
Target sequence (P05186 whole entry, looked up): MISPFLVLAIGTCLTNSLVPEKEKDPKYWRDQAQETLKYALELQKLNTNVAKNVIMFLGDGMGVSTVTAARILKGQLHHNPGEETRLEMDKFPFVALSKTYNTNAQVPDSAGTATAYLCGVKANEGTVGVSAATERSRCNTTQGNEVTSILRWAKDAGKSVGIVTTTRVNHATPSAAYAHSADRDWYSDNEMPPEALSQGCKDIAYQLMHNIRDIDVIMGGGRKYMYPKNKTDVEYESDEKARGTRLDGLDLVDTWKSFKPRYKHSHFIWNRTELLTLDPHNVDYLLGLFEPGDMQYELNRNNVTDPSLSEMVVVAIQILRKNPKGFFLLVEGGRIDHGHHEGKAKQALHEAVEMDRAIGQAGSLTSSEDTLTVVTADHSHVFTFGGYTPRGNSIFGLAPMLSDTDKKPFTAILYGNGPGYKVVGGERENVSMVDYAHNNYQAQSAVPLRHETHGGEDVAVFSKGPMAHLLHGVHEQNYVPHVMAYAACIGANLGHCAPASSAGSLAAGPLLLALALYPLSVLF
bIAP activator = intestinal alkaline phosphatase (bovine) activation; hit rate 0.17% among 200,000; activation factor at 20 µM; AID 1016; purified bovine IAP, CDP-star luminescence, 30 min; active compounds read high; fold of DMSO-control signal, blank-subtracted;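 active means activation factor of 2 or more at 20 µM, a signal rise over negative controls twice the positive control's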
PMI act satM6P = activators of human phosphomannose isomerase at near-saturating mannose 6-phosphate; P34949; coupled PMI enzyme assay, resazurin fluorescence, 20 min; active compounds read high; 1 = untreated enzyme, 0 = substrate-free blank; activation factor at 20 µM; hit rate 0.34% among 190,000;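 active means activation factor of 2 or more at 20 µM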
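Test system: Human PMI in coupled enzyme assay | Input: 15 ng/mL PMI | Medium: HEPES-buffered pH 7.4 with magnesium and detergent | Compound: One concentration, 20 µM, in 1% DMSO | Incubation: Enzyme reaction with compound 20 min at room temperature | Detection: Diaphorase-driven resazurin-to-resorufin fluorescence, excitation 544, emission 590 nm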
Diaph act CS = counter-screen for diaphorase-based assays: diaphorase activators and chemical reducers; Diaphorase/resazurin coupled assay, resorufin fluorescence, 16 min; active compounds read high; 1 = vehicle wells, 0 = NADH-free wells; hit rate 0.005% among 190,000; activation factor at 20 µM; AID 1229;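 active means diaphorase activity raised at least twofold by the compound at 20 µM; inactive means activation factor below 2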
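Material: purified diaphorase enzyme from Clostridium kluyveri; Also added: 0.114 mM NADH and 0.1 mM resazurin, final amounts; Doses: single compound dose of 20 µM, 1% DMSO final; Times: 16 min enzyme reaction, ambient temperature; Detection: resorufin fluorescence, excitation 544 nm, emission 590 nm; Measure: increased resorufin signal from activators or reducing compounds.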
L major viab = Leishmania major promastigote growth inhibition; Leishmania major promastigotes, resazurin fluorescence viability; inhibition, % at 10 µM; hit rate 9% among 200,000; in the data active means inhibition above about 50%;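 further: promastigotes grown with compound for 44 hours at 28 °C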
TNAP act hi DEA = TNAP (human) activation, high acceptor; P05186; activation factor at 20 µM; 200,000 tested, under 10 active; purified TNAP, CDP-star luminescence, 1 M DEA, 30 min; active compounds read high; 0 = EDTA background, 1 = DMSO-only activity;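 active means activation factor at least 2 at 20 µM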
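Assay system: human TNAP; Input: enzyme diluted 1/800 final; Reagent: CDP-star luminogenic substrate at 100 µM final; Timing: 30 min, room temperature; Signal: luminescence; Evaluation: TNAP activation factor scaled between EDTA and DMSO control wells.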
Diaphorase inh = diaphorase inhibition or chemical oxidation counter-screen. diaphorase resazurin-to-resorufin fluorescence, NADH, 16 min; bacterial (C. kluyveri) enzyme, not human. inhibition, % at 20 µM. hit rate 0.69% among 190,000;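 active means primary screen inhibition at 20 µM above a set limit, cut at about 50% in these data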;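 further: plate controls were DMSO with full reaction for no effect and wells lacking NADH for full effect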
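Benchmarks: positive control wells lacking NADH, neutral wells with DMSO only. System: bacterial diaphorase enzyme (C. kluyveri). Input: 0.14 U/mL diaphorase, enzyme working solution. Detection: resorufin fluorescence, excitation 544 nm, emission 590 nm. Times: 16-min room-temperature incubation before reading.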
bIAP inh = intestinal alkaline phosphatase (bovine) inhibition; purified bovine IAP, CDP-star luminescence, 30 min; inhibition, % at 20 µM; 190,000 tested, under 10 active; AID 1019;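 active means over 50% inhibition of intestinal alkaline phosphatase at 20 µM in the single-dose screen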
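Assay system – bovine IAP enzyme · Quantity – bovine IAP at 1/65,000,000 final dilution · Detection – CDP-star luminescence signal · Times – 30 min reaction at room temperature · Also added – CDP-star substrate at 30 µM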
TNAP inh hiacc = blocks human TNAP under high phosphate acceptor concentration; AID 1135; hit rate 0.03% among 200,000; P05186; purified TNAP, CDP-star luminescence, 1 M DEA; inhibition, % at 20 µM;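 active means over 50% inhibition of tissue-nonspecific alkaline phosphatase at 20 µM in the single-dose screen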;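 further: plate controls were DMSO wells for no effect and EDTA-quenched wells as full inhibition for full effect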
* hit, by the source's call; . = not tested or not shown. Outcome played no part in choosing rows; any-hit rate near 10%.

SMILES,PMI act,TNAP inh noacc,bIAP activator,PMI act satM6P,Diaph act CS,L major viab,TNAP act hi DEA,Diaphorase inh,bIAP inh,TNAP inh hiacc
O=C(NCCc1ccccc1)c1nc2c(nnn2Cc2ccccc2Cl)c(=O)[nH]1,1,-9.1,0.8,1,0.7,-9.9,1,27.9,22.7,-2.0
COc1ccc(NC(=O)CC2C(=O)N(C)C(=S)N2CCc2ccccc2)cc1 (stereo unspecified),1,-9.4,1,0.9,0.9,9.2,1,14.4,0.2,1.9
CCOC(=O)Oc1ccc2oc(C)c(C(=O)OCCOC)c2c1,1,-10.7,0.9,1,0.9,-8.4,1,10.3,5.6,-4.3
Cc1n[nH]c(C)c1S(=O)(=O)N1CCCCCC1,1,17.4,1,1,0.9,2.4,1.1,12.4,-0.6,-6.6
Cc1cccc(/C=N/NC(=O)c2cc(-c3cccnc3)nc3c2c(C)nn3-c2ccccc2)c1,0.8,1.9,0.9,0.9,0.9,62.5*,1,5.2,10.0,3.1
Cc1cc(C)cc(NC(=O)N2CCC(NC(=O)c3ccccc3C)CC2)c1,1,-9.9,1.1,1,1,0.1,1.1,-1.2,-11.8,-5.0
O=C(CSc1oc(-c2ccccc2)nc1S(=O)(=O)c1ccc(F)cc1)NCC1CCCO1 (stereo unspecified),0.9,-13.6,0.9,0.8,0.8,14.8,1.1,20.4,5.0,-5.9
O=C(CCn1cnc2ccccc2c1=O)Nc1ccc(S(=O)(=O)N2CCCCC2)cc1,1,-7.6,0.9,1,0.9,-2.7,1,13.4,11.1,-0.3
Cc1sc(NC(=O)CCCC(=O)O)c(C(N)=O)c1-c1ccccc1,1,5.0,1,1.1,1,-6.0,1,1.4,1.6,-1.0
CC1(C)Cc2c(c(=S)nc(-c3ccccc3)n2CCO)CO1,0.9,-11.6,1.1,0.9,1,-2.2,1.1,3.8,-5.7,-9.7
Cc1c(NC(=O)C(C)OC(=O)CC2CC3CCC2C3)c(=O)n(-c2ccccc2)n1C (stereo unspecified),1.1,-1.7,1,1.1,1,-3.6,1,2.5,-0.7,0.5
CCOC(=O)c1cc(-c2ccccc2)nc2nc(N3CCCCC3)sc12,0.9,-9.0,1.1,0.9,0.8,72.5*,1.1,19.1,-7.5,-7.1
O=C(NCCCN1CCN(c2ccccc2F)CC1)C1CCC(=O)N1C1CCCC1 (stereo unspecified),1,-5.2,0.9,1,1,-5.1,1,0.3,10.7,-1.6
CN1CCN(C2=CC(=O)OC23CCCCC3)CC1,1.1,-7.2,0.9,1.2,1,-5.2,1,-3.9,8.9,-4.6
Cc1cc(-c2nnco2)c(C)n1-c1ccc(F)cc1,1.1,-3.7,0.9,1,0.9,3.4,1,8.5,8.1,-4.8
Cc1cc(C)nc(-n2nc(C)cc2NC(=O)c2cccc(S(=O)(=O)N(C)C)c2)n1,1,-5.2,1,1,0.9,.,1,13.6,-2.2,-3.4
CCOC(=O)C1=C(N)N(c2cc(S(=O)(=O)N3CCOCC3)ccc2Cl)C(=O)C1,0.9,-11.7,1,0.9,0.9,-9.3,1,10.0,1.5,-1.4
CCCc1cc2c(-c3ccccc3)cc(=O)oc2cc1OCc1ccc(C(=O)O)o1,1,-6.9,1,0.9,0.8,-3.2,1,18.6,0.1,0.0
Cc1ccc(S(=O)(=O)NCC(=O)N(CC(=O)NCC2CCCO2)Cc2ccccc2)cc1 (stereo unspecified),0.9,-10.9,1,1.1,0.9,-4.5,1,9.9,3.4,-4.5
CC(=O)c1sc(NC(=O)COc2ccccc2)nc1C,1,-12.6,1.1,0.9,0.9,-0.8,1,5.1,-5.3,-1.3
CC(=O)N/N=C(\C)c1ccc2c(c1)OCCO2,0.9,-0.2,1.2,0.8,0.9,-5.6,1,12.1,-15.9,-3.4
CC(=O)Nc1cc2c(cc1C(=O)c1ccc(C)cc1)OCCO2,1,1.2,1,1,1,19.6,1,0.5,-0.3,-3.6
COc1ccccc1-c1ccc(=O)n(CC(=O)NCC2CCCO2)n1 (stereo unspecified),1,-6.0,0.9,1,0.9,-4.8,1,9.4,7.2,-4.0
CC1CC(=O)N(CC(=O)NCc2ccco2)c2ccccc2S1 (stereo unspecified),0.9,-9.5,1,0.9,0.8,-6.6,1,18.0,3.0,-4.6
O=C(c1ccccc1)c1ccc(N2CCOCC2)c(NC(=O)c2ccco2)c1,1,0.8,0.9,0.9,0.9,63.7*,1,9.9,5.2,3.9
NC(=O)CCN1CCN(CCOC2Cc3cc(Cl)ccc3Sc3ccccc32)CC1 (stereo unspecified),1,-1.8,0.9,0.9,0.9,90.6*,1,7.4,5.4,-3.2
CCOC(=O)C1(CCC(C)C)CC(CSc2nc3ccccc3[nH]2)OC1=O (stereo unspecified),0.9,7.5,0.8,1,0.8,3.8,1.1,23.1,21.6,-6.3
Fc1ccc(CSc2nncn2NCc2ccccc2)cc1,1,-11.3,0.9,1,0.9,-4.0,1,8.1,6.9,-2.8
COC(=O)c1ccc(OC(=O)c2cccnc2)cc1,1.1,-7.2,0.9,1.1,0.9,-10.4,1,10.7,5.7,0.8
Cc1cc(/C=C2/C(=N)N3C(=NC2=O)SN=C3S(C)(=O)=O)c(C)n1-c1ccccc1F,1.6,-4.2,1,1.7,0.9,1.2,1,12.6,0.5,1.2
CCN(CC)S(=O)(=O)c1ccc(/C=C/C(=O)O)cc1,1.1,-13.1,0.9,1,0.9,2.1,1.1,7.9,9.4,-6.3
Cc1ccc2cc(CN(Cc3ccccc3)Cc3nnnn3C3CCCC3)c(=O)[nH]c2c1,0.9,-4.1,1,0.9,0.8,69.2*,1.1,17.2,0.4,-6.5
COC(=O)c1noc(-c2ccc(OC)cc2)n1,1,-3.5,0.9,1,0.9,-8.9,1,10.7,7.3,-2.0
CC(C)(C)c1ccc(OC(=O)c2ccc(-n3cncn3)nc2)cc1,1.1,-4.7,1,1.1,0.9,-6.0,1,7.0,2.6,-2.1
NS(=O)(=O)c1cccc(NC(=O)COC(=O)CCCc2c[nH]c3ccccc23)c1,1,19.3,0.7,0.9,0.7,-2.9,1,30.8,28.0,3.2
COc1cccc(CSc2nnc(CSc3nc4nc(C)cc(C)n4n3)s2)c1,1,-12.7,1.1,1,0.7,0.6,1,29.3,-8.1,-4.1
CS(=O)(=O)N(CC(=O)NCCSc1ccccc1)c1ccc2c(c1)OCO2,0.8,-9.6,0.9,0.8,0.8,0.6,1,19.5,7.1,-4.6
Cc1nnc(SCCn2c(N(C)Cc3ccccc3)nc3c2c(=O)[nH]c(=O)n3C)s1,1,-12.7,1,1,0.8,10.2,1.1,22.1,1.2,-7.9
O=S(=O)(NC(=S)NC1CCCCC1)c1ccccc1,0.9,1.0,1,1,0.9,-0.6,1,11.6,-0.6,4.6
CCN(CC)C(=O)c1ccccc1NS(=O)(=O)c1ccc(C)cc1,1,-10.7,1,1.1,0.9,-1.5,1.1,7.9,4.9,-5.7
COC(=O)c1ccccc1NC(=O)C1CC(=O)N(c2ccc(OC)cc2)C1 (stereo unspecified),1.1,-11.0,0.9,1,1,-10.5,1.1,-2.8,6.8,-5.3
N#CSCC(=O)c1cccc2ccccc12,0.6,-19.0,1,0.6,0.9,26.4,1,7.2,0.2,3.7
CCCC(C)NC(=S)NC(=O)c1cc(S(=O)(=O)N2CCOCC2)ccc1C (stereo unspecified),1,-15.4,0.9,0.9,0.8,6.1,1,21.2,11.5,-2.6
O=C(Nc1ccc(C(=O)O)cc1)/C(=C/c1ccc2c(c1)OCO2)NC(=O)c1cccc(Br)c1,1,-14.1,1,0.9,0.9,15.1,1,12.6,3.3,-2.0
COC(=O)c1c(SCC(=O)Nc2ccc(C)cc2)nc(=O)[nH]c1C,1,-6.7,0.9,1,0.9,1.4,1,11.8,7.6,-2.7
CCOC(=O)C1=C(C)NC(=O)NC1c1ccc(N(C)C)cc1 (stereo unspecified),0.9,-13.3,0.9,0.9,0.9,2.9,1,12.1,14.0,-3.9
c1ccc(-c2nnc3sc(CN4CCC5(CC4)OCCO5)cn23)cc1,0.9,-11.2,0.9,0.9,0.8,-7.7,1.1,16.9,13.1,-6.8
Cc1cc(C)cc(-n2nc(C)cc2N)c1,0.9,-2.6,0.9,0.9,0.9,-0.3,1,10.5,11.8,-1.9
CCOC(=O)CC1C(=O)NCCN1C1CCCC1 (stereo unspecified),1,-5.6,1,1,1,-2.6,1,1.6,-0.4,-1.7
O=C(N/C(=C\c1ccc(-c2ccccc2)o1)C(=O)N1CCOCC1)c1ccccc1,0.9,-6.5,1,0.9,0.8,14.6,1,19.1,-1.3,-2.1
O=C(NCc1cccnc1)c1ccc([N+](=O)[O-])o1,1,-5.9,1,1,1,93.5*,1,-1.8,1.4,0.4
C=CC[n+]1c(-c2ccc(C)cc2)csc1Nc1ccc(NC(C)=O)cc1,1.1,-0.2,1.1,1,0.7,-5.5,1,27.9,-5.8,-1.5
CCOc1ccc(NC(=O)c2ccccc2CO)cc1,0.9,-8.6,0.9,1,0.9,1.6,1,13.7,10.4,-2.3
CC(C)CCn1c(C(C)O)nc2ccccc21 (stereo unspecified),1,0.9,0.8,1,0.9,2.9,1,14.7,22.4,-2.6
COc1ccc(S(=O)(=O)Nc2ccc(O)c(Sc3ncn[nH]3)c2)cc1,0.9,79.3*,1.1,0.9,0.8,-1.8,0.9,15.2,-8.8,5.3
COc1ccc(N(C)C(=O)c2ccc3c(c2)nnn3C)cc1,1,-9.6,1,1,0.9,-6.8,1.1,5.1,-1.9,-5.1

A few values from above:
For PMI act, Cc1c(NC(=O)C(C)OC(=O)CC2CC3CCC2C3)c(=O)n(-c2ccccc2)n1C (stereo unspecified) has 1.1
For Diaph act CS, CCOC(=O)CC1C(=O)NCCN1C1CCCC1 (stereo unspecified) has 1
For TNAP act hi DEA, Cc1cc(C)cc(NC(=O)N2CCC(NC(=O)c3ccccc3C)CC2)c1 has 1.1
